Screens as filed in PubChem BioAssay.
Shiga inhibitor: blocks Shiga toxin action in Vero cells. Vero cells, Shiga toxin protein synthesis inhibition reporter. inhibition, % at 38.7 µM. 9.2% of 290,000 active; in the data active means inhibition mostly above about 28%, no sharp cut-off; inactive means mostly below about 43%; further: 0% is about no effect
Pf growth 48h: P. falciparum growth inhibition at 48 hours (one generation) | 5.9% of 310,000 active | AID 504832 | P. falciparum luciferase growth in erythrocytes, 48 h | Potency, µM (top dose mostly 28.7 µM), for inactives: at the highest dose activity change, negative = inhibition, actives largely listed as inhibitors; further: potency means the concentration at half of the fitted maximal effect; on the % scale 0 is the no-effect control and ±100 the full control effect
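Cell-based growth assay: transgenic P. falciparum expressing firefly luciferase, cultured in red cells within RPMI 1640 containing 0.5% w/v Albumax, 24 mM bicarbonate and gentamycin. A drop in luciferase activity indicates inhibition.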
CHX counter: counter-screen hit for Shiga toxin inhibitors, cycloheximide | 12% of 300,000 active | cell reporter, cycloheximide protein synthesis inhibition counterscreen | max response, %; in the data active means max response mostly above about 13%, no sharp cut-off; inactive means mostly below about 14%; further: read at 38.3 µM for the half of the compounds with a filed dose; 0% is about no effect
Pf growth 96h: inhibits malaria parasite growth, 96 h; P. falciparum luciferase reporter growth, 96 h; AID 504834; Potency, µM (highest dose often 28.7 µM), for inactives: at the top dose activity change, negative = inhibition, actives largely listed as inhibitors; 6.9% of 320,000 active; further: potency means the concentration at half of the fitted maximal effect; on the % scale 0 is the no-effect control and ±100 the full control effect
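96 h incubation, 37 C, 5% CO2, of luciferase-reporter P. falciparum-infected RBCs (2% hematocrit, 0.05% parasitemia final) with test compounds; endpoint luminescence.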
TbPYK inhibitor: T. brucei pyruvate kinase inhibition. 0.12% of 410,000 active. Q57TT1. Potency, µM (doses to about 76.8 µM), inactives show at the top dose activity, negative = inhibition, actives largely listed as inhibitors. AID 624173. TbPYK enzyme, Kinase-Glo Plus ATP luminescence, 45 min; further: potency means the concentration at half of the fitted maximal effect; on the % scale 0 is the no-effect control and ±100 the full control effect; nearly all actives have a fitted effect of over 50% in size
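Readout: single end-point luminescence (Kinase-Glo Plus, 10 min). Reaction conditions were TbPYK/substrate plus 130 uM ADP, 45 min at RT, pH 7.2 TEA buffer. No-enzyme wells served as controls, and data were normalized before concentration-response fitting.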
AMA1 RON2 block: inhibitors of Plasmodium falciparum AMA1-RON2 interaction | AlphaScreen AMA1-biotinylated RON2 peptide binding | Potency, µM (top dose mostly 58.2 µM), for inactives: at the highest dose activity change, negative = inhibition, usual class: inhibitors | 0.2% of 360,000 active;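 further: potency means the concentration at half of the fitted maximal effect; 0% = vehicle wells and -100% = peptide control; nearly all actives have a fitted effect of over 45% in size; some results filed as inactive show a strong effect at the top dose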
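AMA1 (3D7) with his tag at 25 nM final met compounds first, then biotinylated RON2 peptide at 25 nM; detection used donor plus acceptor beads, 10 µg/mL apiece, read by AlphaScreen after 30 min at room temperature.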
LmPK inhibitor: inhibitors of Leishmania mexicana pyruvate kinase; purified LmPK, Kinase-Glo ATP luminescence, 1 h; Q27686; 0.37% of 290,000 active; Potency, µM (highest dose often 57.5 µM), for the others: at the top dose activity change, negative = inhibition, actives largely listed as inhibitors; further: potency means the concentration at half of the fitted maximal effect; on the % scale 0 is the no-effect control and ±100 the full control effect
Target sequence (Q27686 whole entry, looked up): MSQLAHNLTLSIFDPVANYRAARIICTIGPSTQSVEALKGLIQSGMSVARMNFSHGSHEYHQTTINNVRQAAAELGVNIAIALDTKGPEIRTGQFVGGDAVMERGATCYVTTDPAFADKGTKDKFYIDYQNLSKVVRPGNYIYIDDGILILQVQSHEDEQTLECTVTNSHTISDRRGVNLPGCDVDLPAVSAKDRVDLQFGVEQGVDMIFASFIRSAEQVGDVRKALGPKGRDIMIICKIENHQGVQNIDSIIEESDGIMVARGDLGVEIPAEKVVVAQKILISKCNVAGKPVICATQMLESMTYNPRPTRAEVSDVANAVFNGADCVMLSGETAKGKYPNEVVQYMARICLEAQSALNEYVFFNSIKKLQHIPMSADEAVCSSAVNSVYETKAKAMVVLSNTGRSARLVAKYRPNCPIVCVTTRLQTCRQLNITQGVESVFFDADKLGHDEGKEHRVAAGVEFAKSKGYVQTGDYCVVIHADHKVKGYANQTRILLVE
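Purified LmPK (0.1 nM) converted ADP (0.1 mM) to ATP with PEP (0.5 mM) in imidazole buffer pH 7.2 with KCl and MgCl2, 1 h at room temperature. ATP was read by Kinase-Glo luminescence; data normalized to uninhibited and no-enzyme controls.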
Numbers without * were called inactive; ? = inconclusive; / = no result given; & = joins results of further samples; [ ] = remark or other dose. Unless noted, the call rests on the fitted dose curve; in most records, active means well fitted curve in the direction sought with a large enough effect; inconclusive means small, poorly fitted or top-dose-only effect, or another doubt; inactive means no such curve, though single readings can be large; an effect the other way counts as inactive or inconclusive.

SMILES	Shiga inhibitor	Pf growth 48h	CHX counter	Pf growth 96h	TbPYK inhibitor	AMA1 RON2 block	LmPK inhibitor
Cc1ccsc1-c1nc(CN2C[C@@H](C)O[C@@H](C)C2)c(C)o1	-16	-7%	1	-21%	-2%	-11%	-1%
COc1ccc(CCN(C)C(=O)N2CCOCC2)cc1OC	-6	9%	-7	4%	3%	-3%	1%
COc1ccc(C2=NS(=O)(=O)N(C)C(C(=O)N3CCN(C)CC3)=C2)cc1	-3	25%	-3	29%	-1%	4%	-7%
Cc1cc(C)c2c(=O)[nH]c(SCC(=O)NCCc3ccccc3)nc2n1	-6	-11%	-2	-6%	-3%	-4%	-3%
COc1ccc(CC(=O)NCCC2=CCCCC2)cc1	33	-8%	9	-7%	-11%	11%	7%
CC1Cc2ccccc2N1CC(=O)NC(=O)NC1CCCC1 (configuration not stated)	-6	-8%	-4	-19%	-2%	-17%	1%
CCOC(=O)Nc1ccc([N+](=O)[O-])cc1C	-10	25%	-3	1%	2%	-8%	1%
O=Cc1c(Sc2ccccc2)nc2ccccn2c1=O	4	/	1	7.4µM*	?	2%	0%
COc1ccc(C(C)=O)cc1COC(=O)c1ccc(S(=O)(=O)N2CCOCC2)cc1	-7	?	-5	/	3%	5%	-1%
CCn1nnc(-c2ccccc2NC(=O)C(F)(F)F)n1	1	17%	-2	?	6%	-2%	1%
O=C1c2ccccc2NC(c2ccc(-c3cccc(Cl)c3)o2)N1O (configuration not stated)	58*	89%[activator]	39*	/	-2%	52%[activator]	1%
CC1Cc2cc(S(=O)(=O)NCc3ccccc3)ccc2N1C(=O)C1CCC1 (configuration not stated)	8	-5%	-2	?	-3%&11%	4%	1%

Record cards, as listed above.
CCn1nnc(-c2ccccc2NC(=O)C(F)(F)F)n1 as listed: Shiga inhibitor: 1; Pf growth 48h: 17%; CHX counter: -2; Pf growth 96h: ?; TbPYK inhibitor: 6%; AMA1 RON2 block: -2%; LmPK inhibitor: 1%
O=Cc1c(Sc2ccccc2)nc2ccccn2c1=O as listed: Shiga inhibitor: 4; Pf growth 48h: /; CHX counter: 1; Pf growth 96h: 7.4µM*; TbPYK inhibitor: ?; AMA1 RON2 block: 2%; LmPK inhibitor: 0%

Additional entries.
SMILES	Shiga inhibitor	Pf growth 48h	CHX counter	Pf growth 96h	TbPYK inhibitor	AMA1 RON2 block	LmPK inhibitor
O=C(CSc1nnnn1C1CCCCC1)NNC(=O)c1ccco1	-4	49%[activator]	-1	21%	1%	33%[activator]	1%
O=C(NC1CCCCCC1)c1cc(S(=O)(=O)N2CCC3(CC2)OCCO3)ccc1F	-26	?	11	-18%	-4%	2%	0%
CC(=O)c1ccc(-n2nnnc2SCC(=O)NC2CCCCC2)cc1	23	-7%	-5	13%	1%	4%	7%
COCC(C)n1c(C)cc(C(=O)COC(=O)CCc2nc3ccccc3c(=O)[nH]2)c1C (configuration not stated)	-5	-16%	0	-19%	4%	-5%	1%
CCOc1ccc(/C=C/C(=O)OCC(=O)NCCc2ccc(OCC)c(OCC)c2)cc1OC	/	?	/	?	-7%	?	/
Cc1cccc(NC(=O)CSCC(=O)Nc2cc(Cl)ccc2N2CCOCC2)c1	/	12µM*	/	?	-8%	9%	/
O=C(CCNS(=O)(=O)c1cccc2nsnc12)NC1CCN(Cc2ccccc2)CC1	-5	9%	1	-12%	5%	-20%	-1%
CC(=O)NCc1c(I)c(NC(C)=O)c(I)c(C(=O)O)c1I	/	6%	/	-16%	-7%	/	/
COc1ccc2[nH]c3nc(SCC(=O)NC4CC4)nnc3c2c1	-8	?	-2	?	0%	-17%	-3%
Cc1[nH]n(-c2ncc(-c3ccccc3)s2)c(=O)c1C(c1ccc(Br)cc1)C(C#N)C#N (configuration not stated)	41	7%	14	4%	-18%	26%	1%
Cc1ccc(OCC(=O)N2CCN(C(=O)c3ccncc3)CC2)cc1	2	14%	-2	18%	-2%	-5%	-1%
c1cc2c(cn1)cnc1cscc12	-2	8%	-3	-3%	-9%	-11%	-2%
CC1=C(C)CC2C(C1)C(=O)c1ccc(Br)cc1S2(=O)=O (configuration not stated)	/	-8%	/	37%[activator]	-3%	-5%	/
Cc1cc(C(=O)Nc2cc(C(C)(C)C)on2)c(C)o1	48	123%[activator]	39*	104%[activator]	2%	0%	-25%
CCOC(=O)c1c(-c2cccs2)csc1NC(=O)CNCCN1CCOCC1	-1	?	-5	12µM*	/	/	-1%
O=C(C1CCC(=O)N(C2CCCC2)C1)N1CCN(c2ccccc2Cl)CC1 (configuration not stated)	-2	-16%	11	27%	4%	17%	8%
Cc1cccc(C(=O)Nc2cc(=O)n(C)c(=O)n2C)c1	-13	3%	-4	83%[activator]	2%	6%	-5%
CCOC(=O)C1CCCN(Cc2cc(=O)oc3cc(C)ccc23)C1 (configuration not stated)	69*	10%	44*	16%	1%	16%	13%
C[C@@H]1NC(=O)/C(=C\c2ccccc2Cl)NC1=O	-10	-8%	-1	20%	1%	-8%	-5%
CC(=O)NCCN1C(=O)C2C3c4ccccc4C(c4ccccc43)C2C1=O (configuration not stated)	-7	/	-2	?	-2%	20%	1%
COc1cc(NC(=O)c2ccccc2-c2ccccc2)cc(OC)c1	-11	20%	-5	-5%	-5%	5%	8%
Cc1ccccc1NC(=O)c1ccc(C)c(S(=O)(=O)NCc2cccnc2)c1	-36	0%	6	10%	-5%	-20%	-11%
Cc1cc(C)c2nc(SCC(=O)Nc3ccc(S(=O)(=O)N4CCCC4)cc3)c(C)cc2c1	10	9.3µM*	0	/	/	18%	-2%
O=C(Nc1nnc(-c2ccccc2F)s1)Nc1ccccc1F	20	112%[activator]	12	?	-1%	13%	-5%

Limited to LmPK inhibitor and TbPYK inhibitor, for some of the entries so far:
Structure | LmPK inhibitor | TbPYK inhibitor
CC1=C(C)CC2C(C1)C(=O)c1ccc(Br)cc1S2(=O)=O (configuration not stated) | / | -3%
Cc1ccccc1NC(=O)c1ccc(C)c(S(=O)(=O)NCc2cccnc2)c1 | -11% | -5%

Further structures follow.
SMILES	Shiga inhibitor	Pf growth 48h	CHX counter	Pf growth 96h	TbPYK inhibitor	AMA1 RON2 block	LmPK inhibitor
O=C(NCCNC(=O)c1ccccc1Br)c1cccnc1	-7	0%	-1	?	0%	-22%	-1%
O=C(/C=C/c1ccco1)Nc1sc2c(c1C(=O)O)CCC2	52*	38%[activator]	43*	65%[activator]	-8%	1%	-10%
CCOC(=O)c1ccc(-c2c(C(=O)OCC)oc3cc(O)c(CC)cc3c2=O)o1	-9	10µM*	7	?	2%	11%	3%
CCOC(=O)c1[nH]c2cc(OC)c(OC)cc2c1NC(=O)c1ccc2c(c1)OCO2	-15	-7%	-3	-4%	-3%	-1%	0%
COc1ccc(OCC(=O)Nc2ccc3c(c2)n(C)c(=O)n3C)cc1	/	4%	-2	?	0%	-2%	-1%
Nc1ccccc1C#CC(=O)c1ccccc1	-2	?	-1	3%	-3%	0%	-7%
NC(=O)c1nsc(C(=O)N(Cc2ccccc2F)C(C(=O)NCC2CCCO2)c2ccc(F)cc2)c1N (configuration not stated)	5	?	3	17%	-2%	26%	9%
CCOC(=O)C1=CC[C@@H](c2ccco2)N(S(=O)(=O)c2ccc(C)cc2)[C@H]1C(=O)OCC	/	?	/	?	4%	-11%	/
COc1ccccc1Nc1nc(N)nc(CSc2nnc(C)s2)n1	11	8%	1	24%	0%	-3%	3%
CCN(Cc1ccccc1)S(=O)(=O)c1csc(C(N)=O)c1	-5	20%	-1	0%	4%	7%	0%
CN1CCCN(C(=O)/C=C/c2ccc(Cl)cc2Cl)CC1	28	30%	25*	-28%	-2%	5%	2%
O=C(O)c1cc(-c2cc3ccccc3o2)nn1-c1ccccc1	16	-3%	11	14%	-3%	-7%	9%
COc1cc2ccccc2cc1-c1nnc(COc2ccccc2)o1	24	/	6	22%	0%	17%	13%
CCCCc1c(C)nc2ccc(Br)cc2c1SCCC#N	11	?	-4	?	/	/	2%
O=C(Nc1ccn(Cc2ccccc2)n1)c1cccc(F)c1	63*	161%[activator]	39*	-5%	-1%	10%	-6%
O=C(NCc1nc2ccccc2[nH]1)C1=C[C@@H](c2ccc(Br)cc2)C[C@@H](OCc2ccc(CO)cc2)O1	-6	?	0	?	-1%	33%[activator]	-1%
Cc1sc(C(C2C(=O)CC(C)(C)CC2=O)C2C(=O)CC(C)(C)CC2=O)cc1[N+](=O)[O-]	39	4%	4	-2%	-24%	-3%	-3%
COC(=O)N/N=C\c1ccc(-c2cc(Cl)c(Cl)cc2Cl)o1	2	4%	-4	23%	1%	9%	4%
COc1ccc(Cc2nnc(SCc3c(C)noc3C)n2C2CCCCC2)cc1OC	51*	9.3µM*	13	?	-28%	14%	-19%
Cc1sc2nc(CN3CCOCC3)nc(NS(=O)(=O)c3ccccc3)c2c1C	15	24%	-1	/	-4%	10%	1%
Cc1nn(C)cc1-c1n[nH]c(=S)n1-c1ccc(F)cc1	-4	7%	-3	-3%	?	32%[activator]	?
Cc1ccc(S(=O)(=O)C2(C(=O)O)CCCC2)cc1C	33	14%	-5	36%[activator]	-5%	-4%	2%
Cc1oc(C(C)(C)C)cc1C(=O)Nc1ccc2c(c1)OCCO2	102*	29%	53*	/	9%	-14%	4%
O=C(CSc1cc(Cl)ccc1Cl)NC1CCCC1	-7	6%	-3	-2%	4%	3%	1%
CSc1nc2sc3c(c2c(=O)n1C1CCCCC1)CCN(C)C3	-21	?	-2	?	-6%	14%	-6%
Cc1ccc(CCCOC(=O)C[N+]2(C)CCCC2)cc1	-4	2%	-3	?	-18%	-12%	-2%
COc1cccc(CN(CC(=O)NCC2CCCO2)C(=O)CCC(=O)Nc2cc(C)on2)c1 (configuration not stated)	-6	?	-3	14%	5%	-7%	1%
CCOc1ccc(C(=O)CSc2nnc(N)s2)cc1	73*	56%[activator]	30	-18%	-9%	11%	-9%
COc1cc2c(cc1OC)CN(CC(=O)Nc1ccc(C)cc1)CC2	-12	/	2	?	0%	-8%	8%
CC(C)CNS(=O)(=O)c1cc(C(=O)N2CC(C)OC(C)C2)c(Cl)cc1Cl (configuration not stated)	19	?	-1	?	1%	-1%	3%
O=C(NC(=S)Nn1cnnc1)c1cccc(Br)c1	-12	14%	7	10%	-7%	13%	-18%
CC(C)c1nc(CNC(=O)c2ccc(OC3CCN(Cc4ccccn4)CC3)cc2)cs1	-9	-25%	2	-36%	1%	56%[activator]	-1%
COC(=O)c1ccc(COC(=O)c2ccc(S(=O)(=O)N3CCC(C)CC3)cc2)o1	-22	19%	-2	/	-8%	-8%	5%
CC(C)C(=O)Nc1nc(-c2ccc(S(=O)(=O)N3CCOCC3)cc2)cs1	-34	0%	6	-27%	0%	-21%	-14%
O=C(CN1CCN(C(=O)c2ccccc2)CC1)Nc1ccccc1	-4	0%	-6	-5%	-3%	-10%	-1%
CCC1=C(OC(=O)N(CC)CC)N2C(=O)OC(=NCCOC)[C@]2(Cc2ccccc2)[C@H]2C1=CC[C@H]1C(=O)N(CC(=O)OC)C(=O)[C@H]12	-8	9.3µM*	11	?	-5%	-8%	2%
CCOC(=O)CNC(=O)CSc1nc2sc(C)c(C)c2c(=O)n1C	-27	17%	-3	?	0%	54%[activator]	-2%
CC1C(=O)Nc2ccccc2N1C(=O)c1ccc(F)cc1F (configuration not stated)	26	-6%	1	4%	-13%	11%	-1%
